HEK cytotox: HEK 293 cell cytotoxicity. HEK 293 viability, ATP luminescence (CellTiter-Glo), 48-72 h. Potency, µM (highest dose often 115 µM), for the others: at the highest dose activity change, negative = cytotoxicity, most hits filed as inhibitors. hit rate 6.6% among 94,000. AID 1345083; further: potency means the concentration at half of the fitted maximal effect; nearly all actives have a fitted effect of over 60% in size
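250 HEK 293 cells/well; compound by pintool; incubated 48 or 72 hr at 37 degree Celsius; CellTiter-Glo added, 10 min RT, luminescence imaged.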
GPT2 inhibitor: GPT2 alanine aminotransferase inhibition; Q8TD30; Recombinant GPT2, coupled pyruvate oxidase/HRP Amplex Red fluorescence; Potency, µM (doses to about 57.7 µM), for the others: top-dose activity change, negative = inhibition, actives largely listed as inhibitors; hit rate 0.25% among 100,000; AID 1671188; further: potency means the concentration at half of the fitted maximal effect; nearly all actives have a fitted effect of over 60% in size; many of its hits are not listed in these tables
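Fluorescence of coupled pyruvate oxidase/HRP/Amplex Red system (50uM Amplex, 30 min, dark) reports pyruvate formed by GPT2. Enzyme reaction: 10ng/uL GPT2, 2mM L-alanine, 250uM a-KG, 30 min room temperature, pH 7.5; 50uM AOA control.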
Luciferase inh: Photinus pyralis luciferase inhibition. Potency, µM (titrated, usually from 115 µM), without a hit: top-dose activity change, negative = inhibition, actives largely listed as inhibitors. P08659. purified P. pyralis luciferase, luminescence, biochemical. hit rate 2.5% among 76,000; further: potency means the concentration at half of the fitted maximal effect; nearly all actives have a fitted effect of over 65% in size
Target sequence (P08659 whole entry, looked up): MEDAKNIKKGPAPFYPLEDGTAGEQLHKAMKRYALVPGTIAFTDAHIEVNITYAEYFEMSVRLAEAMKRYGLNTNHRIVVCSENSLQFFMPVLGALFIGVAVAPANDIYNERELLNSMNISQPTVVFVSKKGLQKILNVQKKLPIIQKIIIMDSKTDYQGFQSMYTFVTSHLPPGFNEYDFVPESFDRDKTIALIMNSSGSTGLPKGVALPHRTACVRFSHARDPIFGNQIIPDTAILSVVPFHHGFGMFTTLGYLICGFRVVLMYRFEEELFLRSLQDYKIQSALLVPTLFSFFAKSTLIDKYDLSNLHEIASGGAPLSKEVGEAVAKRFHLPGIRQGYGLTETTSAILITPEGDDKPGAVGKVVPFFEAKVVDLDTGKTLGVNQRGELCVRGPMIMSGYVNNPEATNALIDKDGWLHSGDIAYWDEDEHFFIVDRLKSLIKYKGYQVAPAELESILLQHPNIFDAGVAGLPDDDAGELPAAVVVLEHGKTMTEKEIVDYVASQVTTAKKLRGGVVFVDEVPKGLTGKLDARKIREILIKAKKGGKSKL
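Biochemical qHTS: compound (6-point titration) added to 10uM D-luciferin plus 10uM ATP in Tris acetate pH 7.5 buffer with Mg, Tween-20 and BSA, then purified enzyme at 10nM; light output imaged.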
SNCA expr inhib: SNCA gene expression inhibition. Potency, µM (titrated, usually from 57.2 µM), inactives show at the highest dose activity change, negative = inhibition, usual class: inhibitors. AID 1671194. HEK-293 SNCA-luciferase knock-in, luminescence, 24 h. hit rate 0.17% among 140,000;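 further: potency means the concentration at half of the fitted maximal effect; plate controls were DMSO cells for no effect and cell-free wells for full effect; nearly all actives have a fitted effect of over 45% in size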
NIH3T3 tox: NIH 3T3 cell cytotoxicity; AID 1345082; hit rate 4.3% among 94,000; Potency, µM (doses to about 96.7 µM), without a hit: at the top dose activity change, negative = cytotoxicity, hits mostly inhibitors; NIH 3T3 viability, CellTiter-Glo ATP luminescence, 48-72 h; further: potency means the concentration at half of the fitted maximal effect; nearly all actives have a fitted effect of over 55% in size
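Cells were seeded at 400 per well, treated with pin-transferred compound, and kept 48 or 72 hr at 37 °C before CellTiter-Glo addition and luminescence imaging of cellular ATP.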
IP6K1 inhibitor: inhibitors of human IP6K1. Q92551. IP6K1 kinase, ADP-Glo luminescence, 2 h; stronger effect = lower value. activity change, % (series mostly up to about 58 µM). hit rate 0.81% among 140,000. AID 1645851; in the data active means activity change below about -25%
Target sequence (Q92551 whole entry, looked up): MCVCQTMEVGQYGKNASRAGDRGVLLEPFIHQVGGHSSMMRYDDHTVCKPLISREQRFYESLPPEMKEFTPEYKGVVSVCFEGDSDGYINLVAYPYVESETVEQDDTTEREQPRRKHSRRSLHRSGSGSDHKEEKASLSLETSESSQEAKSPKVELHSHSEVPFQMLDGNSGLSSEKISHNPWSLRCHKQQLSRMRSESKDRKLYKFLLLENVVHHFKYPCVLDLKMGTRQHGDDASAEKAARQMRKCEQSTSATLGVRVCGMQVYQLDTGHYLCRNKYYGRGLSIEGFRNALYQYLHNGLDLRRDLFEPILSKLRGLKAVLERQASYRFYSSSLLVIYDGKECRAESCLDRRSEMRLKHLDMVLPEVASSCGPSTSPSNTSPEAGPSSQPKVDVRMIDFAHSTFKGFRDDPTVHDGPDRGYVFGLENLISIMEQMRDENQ
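ADP-Glo luminescence measures ADP made by human IP6K1 during a 2 h RT reaction with ATP/IP6 (mix at 1.3 mM/130 uM); top library doses 57.5 and 19.1 uM final.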
HEK293 viab: reduces viability of HEK-293 SNCA reporter cells; HEK-293-SNCA-luc viability, GF-AFC fluorescence, 24 h; Potency, µM (top dose mostly 57.1 µM), for the others: top-dose activity change, negative = cytotoxicity, hits mostly cytotoxic; hit rate 0.12% among 150,000; AID 1671193;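 further: potency means the concentration at half of the fitted maximal effect; 0% = DMSO-treated cells and -100% = medium-only wells without cells; nearly all actives have a fitted effect of over 30% in size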
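Cytotoxicity counterscreen: after 24 h compound treatment of genome-edited SNCA-luciferase HEK-293 cells, live-cell protease substrate GF-AFC read by fluorescence after 30 min; activity scaled between DMSO (0%) and medium-only (-100%), curves Hill-fitted.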
An asterisk follows results filed as active; i = inactive; ? = inconclusive; . = not tested or not shown; [ ] = dose if it differs, or a comment. Unless noted, the call rests on the fitted dose curve; in most records, active means well fitted curve in the direction sought with a large enough effect; inconclusive means small, poorly fitted or top-dose-only effect, or another doubt; inactive means no such curve, though single readings can be large; an effect the other way counts as inactive or inconclusive. Unless noted, on the % scale 0 is the no-effect control and ±100 the full control effect. Not all compounds are listed (hit frequency here may not be typical).

Every second line gives: HEK cytotox, GPT2 inhibitor, Luciferase inh, SNCA expr inhib, NIH3T3 tox, IP6K1 inhibitor, HEK293 viab
- Cc1ccc(Cl)cc1N1CCN(C(=O)CCC(=O)Nc2ccc3nc(N4CCC(C)CC4)cc(C)c3c2)CC1
  ., ., ., 2%, ., -15, -11%
- CS(=O)(=O)c1ccc(CN2CC[C@H](c3nc4ncccc4[nH]3)C2)cc1
  -4%[172 µM], i, -5%[172 µM], 5%[87.6 µM], 3%[174 µM], 20, 10%[87.6 µM]
- O=C(Cc1ccccc1)NCc1nnc2n1C(C(=O)O)CC2 (configuration not stated)
  3%, i, ., ?, i, 1, 7%
- COc1ccc(CNC(=O)C2Cn3cccc3C(=O)N2C)cc1OC (configuration not stated)
  -1%, i, -10%, -20%, -21%, -6, ?
- Cc1ccc(Nc2ccnc(N3CCCC(C(=O)NCc4ccc5c(c4)OCO5)C3)n2)cc1 (configuration not stated)
  7.9µM*, i, ., ?, 13µM*, -10, -1%[12.5 µM]
- COc1ccc(OCC(=O)NC(Cc2c[nH]c3ccccc23)C(=O)O)cc1 (configuration not stated)
  ., ., ., 11%, ., -1, 12%
- CNCCN1C(=O)CC[C@H]2CN(C(=O)c3ccnc(NC)c3)CC[C@H]21
  -4%, i, 7%, 21%, 0%, 5, -2%
- NCCCCN(Cc1nc2ccccc2[nH]1)[C@H]1CCCc2cccnc21
  ., i, ., ., ., -2, -13%[23.9 µM]
- CCN(C(=O)C1CCCN(c2ncnc3onc(-c4ccc(F)cc4)c23)C1)c1ccccc1 (configuration not stated)
  ., ., ., -2%, ., -5, 5%
- CN1CCN([C@H]2[C@@H]3OC[C@@H](O3)[C@@H](NC(=O)Nc3cccc(C#N)c3)[C@@H]2O)CC1
  -27%[172 µM], i, 0%[172 µM], 9%[87.6 µM], -3%[174 µM], -9, -1%[87.6 µM]
- O=S(=O)(c1ccsc1-c1nc(-c2cccnn2)no1)N1CCCC1
  i, ?, 0%, 1%, -3%, 7, 0%
- COc1ccc(OC2CN(CC3CC3)C2)cc1
  i, -9%[88.5 µM], ., -5%[87.6 µM], -3%[174 µM], -3, -6%[87.6 µM]
- Cn1ncc2c(C(=O)NCCc3ccc(F)cc3)cc(-c3ccccc3)nc21
  -9%, -25%, ., 28%, -15%, -1, 6%
- CCc1nc2c(c(-c3ccc(O)cc3)n1)CCN(Cc1ccc(OC)cc1)CC2
  -12%, i, 13%, 13%, -24%, -1, -7%
- CCN1C(=O)CN(C(=O)Cc2ccccc2)CC12CCOCC2
  -6%, i, ., 0%, -21%, 14, 1%
- CCOc1ccc(-n2nc(CO)c(C(=O)NCC(C)O)n2)cc1 (configuration not stated)
  ., ., ., 19%, ., 11, 0%
- Cc1ccc(-n2nc3n(c2=O)CCN(C(=O)c2ccc(F)cc2)C3)cc1
  -27%, 3%, 5%, 28%, ?, -14, 0%
- Cc1ccc(C)c(N2CCN(S(=O)(=O)c3ccc(-c4cc(C(F)(F)F)on4)s3)CC2)c1
  ., ., ., 29%, ., 1, 8%
- Cc1ccc2nc(COc3ccccc3NC(=O)c3ccccc3C)cc(=O)n2c1
  ., ., ., 14%, ., 5, -4%
- CCOCc1nc(C2CCCN(C(=O)C(CC)CC)C2)no1 (configuration not stated)
  -6%, -2%, -11%, -28%, i, -3, -13%[12.5 µM]

Grouped by structure: the compounds so far containing sulfur
Every second line gives: HEK cytotox, GPT2 inhibitor, Luciferase inh, SNCA expr inhib, NIH3T3 tox, IP6K1 inhibitor, HEK293 viab
- CS(=O)(=O)c1ccc(CN2CC[C@H](c3nc4ncccc4[nH]3)C2)cc1
  -4%[172 µM], i, -5%[172 µM], 5%[87.6 µM], 3%[174 µM], 20, 10%[87.6 µM]
- O=S(=O)(c1ccsc1-c1nc(-c2cccnn2)no1)N1CCCC1
  i, ?, 0%, 1%, -3%, 7, 0%
- Cc1ccc(C)c(N2CCN(S(=O)(=O)c3ccc(-c4cc(C(F)(F)F)on4)s3)CC2)c1
  ., ., ., 29%, ., 1, 8%

Returning to the listing, starting five compounds before the break.
Every second line gives: HEK cytotox, GPT2 inhibitor, Luciferase inh, SNCA expr inhib, NIH3T3 tox, IP6K1 inhibitor, HEK293 viab
- CCOc1ccc(-n2nc(CO)c(C(=O)NCC(C)O)n2)cc1 (configuration not stated)
  ., ., ., 19%, ., 11, 0%
- Cc1ccc(-n2nc3n(c2=O)CCN(C(=O)c2ccc(F)cc2)C3)cc1
  -27%, 3%, 5%, 28%, ?, -14, 0%
- Cc1ccc(C)c(N2CCN(S(=O)(=O)c3ccc(-c4cc(C(F)(F)F)on4)s3)CC2)c1
  ., ., ., 29%, ., 1, 8%
- Cc1ccc2nc(COc3ccccc3NC(=O)c3ccccc3C)cc(=O)n2c1
  ., ., ., 14%, ., 5, -4%
- CCOCc1nc(C2CCCN(C(=O)C(CC)CC)C2)no1 (configuration not stated)
  -6%, -2%, -11%, -28%, i, -3, -13%[12.5 µM]
- O=C1NCCCCCCN(Cc2ccncc2)[C@@H]2CN(S(=O)(=O)c3ccccc3)CC[C@H]12
  -25%, -3%, 2%, 17%, -18%, -2, -3%
- CCN1CCN(CCNC(=O)c2cc(-c3ccc(Cl)cc3)cn2C)CC1
  25µM*, i, -2%, 1%, ?, -7, ?
- Cc1cccc(Oc2nc3c(c(=O)n(C)c(=O)n3C)n2Cc2ccccc2)c1C
  ., ., ., -9%, ., 0, 1%
- CC(C)C(=O)NC1CCCc2c1[nH]c1c(Cl)cccc21 (configuration not stated)
  ?, 0%, -8%, -15%, ?, 8, 6%
- COc1ccc(C2Cn3cnc(C(=O)N4CCC(C(=O)NCCc5ccccc5)CC4)c3CO2)cc1 (configuration not stated)
  11%, 0%, -12%, ?, i, -3, 1%
- COCC1CCN(c2ccc(-c3nc(-c4ccccc4C)no3)cn2)C1 (configuration not stated)
  ?, -22%, 14µM*, 54%[activator], -25%, 18, 7%
- COc1ccc(N2CCN(Cc3nc4c(c(=O)[nH]c(=O)n4C)n3Cc3ccccc3C)CC2)cc1
  ., ., ., -29%, ., 60, 4%
- COc1ccc(-c2nc(SCC(=O)Nc3cccc(C(C)=O)c3)n[nH]2)cc1
  ., ., ., -1%, ., -33*, -23%
- CCCNC(=O)C1CCc2ncc(-c3ccc(OC)cc3)n2C1 (configuration not stated)
  -24%, 1%, 6%, ?, ?, 1, 10%
- COc1ccc(C)cc1NC(=O)Cn1cc(S(=O)(=O)Cc2ccccc2Cl)c2ccccc21
  ., ., ., -16%, ., 3, -12%
- Cc1ccccc1CCC1CCCN(C(=O)c2ccccc2-c2nn[nH]n2)C1 (configuration not stated)
  -6%, -8%, 0%, 17%, -25%, -5, 0%
- O=C(c1ccc(Cl)cc1)N1CCN(CCc2ccncc2)CC1
  ., ., ., ?, ., 21, -3%
- O=C(CN1Cc2nc(-c3cc4ccccc4o3)ccc2OCC1=O)N1CCCC1
  -26%[172 µM], 4%[88.5 µM], ?, -1%[87.6 µM], ?, -7, -2%[87.6 µM]
- C=CCN1C(=O)[C@@H]2C[C@@H](NC(=O)c3ccncc3)CCN2C1=O
  -20%[172 µM], 2%[88.5 µM], -13%[172 µM], 15%[87.6 µM], -24%[138 µM], 2, 4%[87.6 µM]
- COc1ccc(OC)c(CNC(=O)CCC(=O)N2Cc3ccccc3Oc3ncccc32)c1
  ., ., ., -7%, ., -6, 7%
- COc1cccc(N2CC(C(=O)N3CCC(C(=O)NCC4CC4)C3)NC2=O)c1 (configuration not stated)
  4%, ?, -5%, 46%, i, -5, 2%
- COc1ccc(C(=O)Nc2ccc3c(c2)CCCN3S(=O)(=O)c2ccc(C)cc2)cc1
  ., ., ., 27%, ., 3, 2%
- COc1cccc(-c2cn3cc(C(=O)NCc4ccccc4Cl)nc3s2)c1
  ?, -3%, ., -11%, ?, -1, -13%
- O=C1CC(c2ccccc2)N(C(=O)CNS(=O)(=O)c2cccnc2)CCCCCCN1 (configuration not stated)
  i, 4%, -6%, 15%, 0%, 9, -1%
- FC(F)(F)c1cc(C(F)(F)F)c2ccc3nc(-c4nnco4)cn3c2n1
  ., i, ., ., ., 10, -10%
- NC(=O)c1ccc(N2CCN(Cc3c(Cl)cncc3Cl)CC2)nc1
  -3%, -18%, -1%, 1%, -11%, -5, -10%
- Cc1nn(-c2ccccc2)c2c1C(C)N(C1CCN([S+](=O)([O-])c3ccc(C4CC4)cc3)C1)C2=O (configuration not stated)
  -33%, ., ., ., ?, -7, .
- COc1cc(OC2CCN(C)CC2)ccc1Nc1ncc2c(n1)n(C1CCCC1)c(=O)n2C
  ., i, ., 52%[activator], ., ., ?
- Cc1nc(N2CCC(NC(=O)Cc3ccccc3Cl)CC2)cc(C(F)(F)F)n1
  ?, 0%, 2%, -13%, ?, -1, -4%
- COc1ccc2c(c1)C(C(=O)N1CCN(c3ccc(C(=O)O)cc3)CC1)=CC(C)(C)CO2
  -16%, ., ., ., ?, 10, .
- Cc1noc(C)c1-c1cccc(CCOc2cnc3c(ccn3CC(=O)O)c2)c1
  ?, -14%[88.5 µM], 1%[172 µM], -11%[87.6 µM], 50µM*, -5, 10%[87.6 µM]
- O=C(Nc1sc2c(c1C(=O)Nc1ccccc1)CCC2)c1ccc(Br)cc1
  ., ., ., 7%, ., -1, 13%
- O=C(NC1CCCN(c2cc(-c3ccc(Cl)cc3)[nH]n2)C1)c1ccccc1F (configuration not stated)
  45µM*, -6%, -12%, 30%[activator], ?, 0, -19%
- C=C1C(=O)O[C@@H]2C[C@@H](C)[C@]34C[C@]5(C(=O)O[C@H]6CC(C)=C([C@H](C)CCCO)[C@H](OC(=O)C(C)CC)[C@H]65)[C@@H](C(C)=C3C[C@@H]12)[C@H]4OC(C)=O (some centres not stated)
  ., 3%[17.1 µM], ., ., ., 14, ?
- Cc1nc2c(c(-c3ccc(O)cc3)n1)CN(C(=O)c1ccccc1F)CC2
  -5%, 0%, -4%, 0%, 5%, 1, 2%
- O=C(NC[C@H]1O[C@@H](CO)[C@@H](O)[C@H]1N1CCN(c2ccc(F)cc2)CC1)c1ccccc1
  1%, -6%, 7%, ?, 3%, -3, 5%
- CC(=O)Nc1ccccc1-c1nc2ccccc2n(Cc2cccc(Br)c2)c1=O
  ., ., ., 1%, ., 2, -1%
- COc1ccc(CNC(=O)C2CN(S(=O)(=O)C3CC3)CC23CCCCC3)c(OC)c1 (configuration not stated)
  -19%, i, 7%, -16%, -14%, -4, 7%
- COCCNC(=O)c1ccc(CC2CCNCC2)cc1
  -46%, -10%, -14%, -1%, -12%, -17, 4%
- O=C(CSc1nc2c([nH]c3ccccc32)c(=O)n1-c1cccc(C(F)(F)F)c1)N1CCCC1
  ., ., ., 2%, ., -1, -9%
- CN1CC(=O)N(C2CCCNCC2)Cc2c1ncnc2N1CCCCCC1 (configuration not stated)
  -2%, i, ., -11%, 0%, 1, 1%
